LYP act = increases human PTPN22 phosphatase activity; actives 0.11% (n = 96,000); activation, % at 2 µM; recombinant LYP, DiFMUP fluorescence; 0 = plate median, 100 = signal doubled; AID 697; Q9Y2R2;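 active = activation at 2 µM above a set limit, the mean plus 5 SD, cut at about 37% in these data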
Target sequence (Q9Y2R2 whole entry, looked up): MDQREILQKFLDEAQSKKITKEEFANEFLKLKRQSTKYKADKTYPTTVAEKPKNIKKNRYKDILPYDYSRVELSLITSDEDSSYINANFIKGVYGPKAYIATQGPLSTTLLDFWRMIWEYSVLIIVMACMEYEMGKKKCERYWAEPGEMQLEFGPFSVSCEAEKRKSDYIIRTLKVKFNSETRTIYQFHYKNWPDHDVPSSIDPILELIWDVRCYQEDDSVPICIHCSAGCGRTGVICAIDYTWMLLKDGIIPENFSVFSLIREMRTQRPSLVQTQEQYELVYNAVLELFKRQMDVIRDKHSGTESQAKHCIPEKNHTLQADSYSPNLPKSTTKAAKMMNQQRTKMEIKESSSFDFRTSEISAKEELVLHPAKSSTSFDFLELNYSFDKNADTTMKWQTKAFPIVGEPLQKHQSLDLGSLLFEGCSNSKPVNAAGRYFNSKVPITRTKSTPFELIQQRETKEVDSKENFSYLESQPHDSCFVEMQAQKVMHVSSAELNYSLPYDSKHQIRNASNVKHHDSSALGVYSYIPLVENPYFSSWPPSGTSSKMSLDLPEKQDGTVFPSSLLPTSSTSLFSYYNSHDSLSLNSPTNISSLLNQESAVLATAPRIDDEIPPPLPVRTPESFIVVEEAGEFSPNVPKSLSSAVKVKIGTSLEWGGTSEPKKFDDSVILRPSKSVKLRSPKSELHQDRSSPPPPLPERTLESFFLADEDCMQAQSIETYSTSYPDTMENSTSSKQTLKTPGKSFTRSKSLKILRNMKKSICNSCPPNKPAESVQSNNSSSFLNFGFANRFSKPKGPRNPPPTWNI
Lung fibro prol = blocks proliferation of human lung fibroblasts | AID 719 | LL 47 human lung fibroblast viability, ATP luminescence; stronger effect = lower value | viability, % at 10 µM | actives 1.1% (n = 85,000);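 active = viability at or below 50% in the single dose screen; inactive = viability above 50%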;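 also: compound exposure lasted 72 h before the ATP readout; 100% = median luminescence of untreated cell-only wells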
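Test system: LL 47 human lung fibroblasts / Quantity: 1,150 cells in each well / Medium: IMEM growth medium with 15% fetal bovine serum / Incubation: 72 h compound exposure at 37 °C after overnight plating / Detection: CellTiter-Glo luminescence measuring cellular ATP / Read-out: % viability versus median cells-only luminescence / Benchmarks: cell-only wells, no compound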
S1P2 blocker = blocks the human S1P2 receptor; O95136; cell-based S1P2 antagonist assay, inhibition at 5 uM; inhibition, % at 5 µM; actives 0.21% (n = 97,000); AID 736; in the data active = inhibition above about 45%;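 also: CRE beta-lactamase reporter cells expressing human S1P2 stimulated with S1P; 0% = agonist at EC80 alone and 100% = agonist plus reference antagonist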
sEH inhibitor = blocks human soluble epoxide hydrolase activity | P34913 | AID 707 | recombinant human sEH enzymatic activity assay | actives 0.34% (n = 91,000) | inhibition, % at 2 µM; in the data active = inhibition above about 80%; also: values of inactives mirror those of a sister screen read the other way; many of its hits are not listed in these tables
H69AR growth 86K = blocks growth of human H69AR lung tumor cells; H69AR lung tumor viability, ATP luminescence, 72 h; stronger effect = lower value; viability, % at 10 µM; actives 6% (n = 85,000);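 active = viability at or below 40%; inactive = viability above 40%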;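 also: multidrug resistant small cell line overexpressing MRP-1 efflux transporter; 100% = mean luminescence of untreated control wells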
S1P2 agonist = S1P2 (human) receptor agonism; O95136; S1P2-expressing cell line, agonist reporter read-out; activation, % at 4.5 µM; actives 0.46% (n = 97,000); in the data active = activation above about 16%;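 also: 0% = vehicle low control and 100% = maximal reference agonist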
sEH act = soluble epoxide hydrolase (human) activation; P34913; purified human sEH enzymatic activity, activator screen; activation, % at 2 µM; actives 0.04% (n = 91,000); AID 717; in the data active = activation above about 37%; also: values of inactives mirror those of a sister screen read the other way
HUVEC inhibit = inhibitors of human endothelial cell proliferation | HUVEC proliferation, CellTiter-Glo luminescence, 72 h; stronger effect = lower value | AID 648 | actives 1.1% (n = 86,000) | viability, % at 10 µM (by protocol);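 active = viability at or below 30%; inactive = viability above 30%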;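 also: 100% = median luminescence of DMSO-only cell control wells on each plate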
PostGolgi ctrl = growth of the yeast control strain, post-Golgi counter-screen; AID 738; efflux-deficient yeast background strain, growth absorbance A615, 16 h; actives 5% (n = 98,000); inhibition, % at 10 µM; in the data active = inhibition above about 30%
The depositor's hits bear a star; . = not tested or not shown. Only part of the results is shown; the hit share may differ from the screen's.

SMILES | LYP act | Lung fibro prol | S1P2 blocker | sEH inhibitor | H69AR growth 86K | S1P2 agonist | sEH act | HUVEC inhibit | PostGolgi ctrl
Cc1nc2ccc(NC(=O)NCCCO)cc2s1 | -2 | 101 | -7 | 6 | 97 | -1 | -4 | 105 | 6
CCn1c(SCC(=O)NCc2ccc3c(c2)OCO3)nnc1-c1cccs1 | 13 | 103 | 4 | 10 | 98 | 1 | -8 | 87 | -10
O=c1c2[nH]c3ccccc3c2ncn1Cc1cccnc1 | -2 | 88 | 0 | 1 | 79 | -2 | -1 | 90 | 14
O=[N+]([O-])c1cccc(-c2nc(-c3cccs3)c(-c3cccs3)[nH]2)c1 | -7 | . | 21 | 3 | . | -2 | -3 | . | 16
Cc1ccc(NC(=O)COc2ccc3oc4c(c3c2)CCCC4)nc1 | -1 | 109 | 1 | -11 | 96 | -3 | 7 | 104 | 6
Cc1nc(-c2cccnc2)sc1C(=O)Nc1ccc(F)cc1F | 14 | . | -9 | 4 | . | -4 | 2 | . | 8
COc1ccc(NC(=O)CN2CCN(Cc3ccc4c(c3)OCO4)CC2)cc1OC | -7 | . | 5 | -13 | . | -5 | 11 | . | 1
Cc1sc(NC(=O)c2ccco2)c(CN2CCN(c3ccccn3)CC2)c1C | -9 | 86 | 10 | 6 | 72 | -5 | -8 | 93 | 30
COc1ccc(C2C=C(c3ccc(C)c(C)c3)Nc3ncnn32)c(OC)c1OC (configuration not stated) | . | 62 | -12 | . | 25* | -2 | . | 62 | 2
COc1ccc(S(=O)(=O)N(CC(=O)N2CCN(c3ccccc3)CC2)c2ccccc2)cc1 | -3 | 92 | -10 | -5 | 82 | -2 | 4 | 92 | 10
COc1cc(C(=O)Nc2cc(Cl)ccc2C)c(-n2cnnn2)cc1OC | -3 | 98 | -12 | 1 | 101 | -2 | -1 | 92 | -5
CCCN(CCC)C(=O)Cn1ccc(=N)c2ccccc21 | 2 | 98 | 24 | 2 | 90 | -6 | -1 | 91 | -3
CCc1ccc(-c2c(C)sc(NC(C)=O)c2C(N)=O)cc1 | -13 | . | -4 | -11 | . | -1 | 11 | . | 17
CCCCNC(=O)c1onc(CSc2ccc(C)c(C)c2)c1C(=O)O | -2 | . | 2 | -1 | . | -6 | 2 | . | 4
Cc1c(C(=O)NCc2ccc3c(c2)OCO3)oc2ccccc12 | 8 | 102 | 2 | -8 | 95 | -4 | 10 | 92 | .
O=C(CN(Cc1ccccc1Cl)C(=O)c1ccc(CN2CCOCC2)o1)NCC1CCCO1 (configuration not stated) | -5 | 103 | 7 | 15 | 91 | -6 | -13 | 105 | 6
COc1cc(-c2nnn(CC(=O)N3CCOCC3)n2)cc(OC)c1OC | 5 | 105 | 1 | -7 | 96 | -4 | 6 | 104 | 8
CCCCn1c(=O)[nH]c(=O)c2c1nc(-c1ccsc1)n2Cc1ccccc1 | 2 | 87 | -32 | -11 | 73 | -2 | 15 | 90 | 31*
CCOCC(=O)Nc1nnc(COc2ccc(Cl)cc2)s1 | 2 | . | -15 | 13 | . | -4 | -11 | . | 16
CCCNC(=O)c1ccc2c(c1)C1C3CCC(C3)C1C(c1ccccc1)N2 (configuration not stated) | -2 | . | -2 | 46 | . | -2 | -45 | . | 36*
CCOc1ccc(-c2nc(C#N)c(N3CCCCCC3)o2)cc1 | -6 | 107 | 15 | -9 | 74 | -3 | 9 | 100 | 18
CCCN(CCC)CCCNC(=O)C1c2cc(OC)c(OC)cc2C(=O)N(C)C1c1cccs1 (configuration not stated) | 8 | 97 | 21 | 1 | 105 | -1 | -5 | 93 | 12
Cc1ccc2c(c1)c(C)cc(=O)n2CCC(=O)O | 5 | 110 | 5 | . | 94 | 0 | . | 102 | 11
CCCC(=O)N1CCc2[nH]c3ccccc3c2C1 | 3 | . | 10 | 9 | 103 | -6 | -6 | 97 | -9
CC(/C=C1\SC(=S)N(NC(=O)c2ccc(C)cc2)C1=O)=C\c1ccccc1 | -2 | . | -7 | 3 | . | -2 | -1 | . | 20
Cc1cc(OC(=O)c2ccccc2Cl)cc(=O)n1C | 4 | . | 22 | -13 | . | -4 | 15 | . | -1
CCNC(=O)COC(=O)C1C(C(=O)OCC)=C(C)NC(C)=C1C(=O)OCC | 20 | . | -20 | -5 | . | -1 | 6 | . | -7
COc1ccc(CCNC(=O)Cn2cnc3c(nnn3Cc3ccc(C)cc3)c2=O)cc1OC | 0 | 102 | -8 | 8 | 89 | -2 | -5 | 99 | .
COc1cccc(N2C(=O)c3ccncc3C2=O)c1 | -4 | 107 | 15 | -8 | 101 | 0 | 8 | 94 | 9
CCOc1ccc(S(=O)(=O)NCc2ccncc2)cc1 | 2 | 106 | 64* | -3 | 84 | -5 | 1 | 69 | 4

An excerpt from above in order of the sEH inhibitor value, highest first.
Molecule	sEH inhibitor
CCCC(=O)N1CCc2[nH]c3ccccc3c2C1	9
CCNC(=O)COC(=O)C1C(C(=O)OCC)=C(C)NC(C)=C1C(=O)OCC	-5
Cc1cc(OC(=O)c2ccccc2Cl)cc(=O)n1C	-13

Compound profiles, as listed above. Screens in order: LYP act	Lung fibro prol	S1P2 blocker	sEH inhibitor	H69AR growth 86K	S1P2 agonist	sEH act	HUVEC inhibit	PostGolgi ctrl
COc1cccc(N2C(=O)c3ccncc3C2=O)c1 is listed with -4	107	15	-8	101	0	8	94	9
Cc1nc(-c2cccnc2)sc1C(=O)Nc1ccc(F)cc1F is listed with 14	.	-9	4	.	-4	2	.	8
CCOCC(=O)Nc1nnc(COc2ccc(Cl)cc2)s1 is listed with 2	.	-15	13	.	-4	-11	.	16
Cc1ccc(NC(=O)COc2ccc3oc4c(c3c2)CCCC4)nc1 is listed with -1	109	1	-11	96	-3	7	104	6
Cc1cc(OC(=O)c2ccccc2Cl)cc(=O)n1C is listed with 4	.	22	-13	.	-4	15	.	-1

Next part
SMILES | LYP act | Lung fibro prol | S1P2 blocker | sEH inhibitor | H69AR growth 86K | S1P2 agonist | sEH act | HUVEC inhibit | PostGolgi ctrl
CC(=O)c1cccc(NC(=O)c2csc(-n3nc(C)cc3C(F)(F)F)n2)c1 | 4 | . | 10 | -12 | . | -5 | 11 | . | 1
Nc1nc(NC(=O)CCCC(=O)O)nn1-c1ccccc1 | -16 | 107 | 21 | . | 88 | -8 | . | 103 | 1
N#Cc1cc(-c2ccccc2)nnc1Oc1ccccc1Cl | -9 | . | 7 | 2 | . | -4 | -2 | . | 1
CCc1cn(S(=O)(=O)c2ccccc2OC)nc1N | -4 | 96 | -1 | -17 | 92 | -4 | 14 | 95 | 9
CCOC(=O)c1ccc(N=c2sc(C(=O)OC)cc(=O)n2CCCN2CCOCC2)cc1 | 5 | 67 | 20 | 8 | 21* | -3 | -7 | 58 | 2
CN1CCN(NC(=O)c2ccccc2F)CC1 | 0 | . | -5 | 6 | . | -10 | 0 | . | 4
CCOc1ccc(NC(=O)Cn2c(=O)oc3ccccc32)cc1 | 7 | 103 | -2 | -8 | 98 | -1 | 10 | 100 | 8
Cc1ccn2c(C(=O)CSc3ccc(Cl)cc3)c(C)nc2c1 | 3 | . | -1 | 2 | . | -6 | 0 | . | 29
COc1ccc(CNS(=O)(=O)c2ccc(OC)cc2)cc1 | 2 | 96 | -19 | -4 | 104 | -6 | 2 | 90 | 1
CCCc1[nH]nc2c1C(c1ccc(OCCN3CCOCC3)c(OC)c1)C(C#N)=C(N)O2 (configuration not stated) | . | 104 | . | . | 95 | . | . | 101 | 9
c1ccc(Oc2nc(N3CCOCC3)nc(N3CCOCC3)n2)cc1 | 2 | 99 | -23 | -16 | 97 | -4 | 17 | 109 | 15
Cc1ccc(C(c2nnnn2Cc2ccccc2)N2CCN(Cc3ccccc3)CC2)cc1 (configuration not stated) | -14 | 93 | 6 | 5 | 50 | -10 | -6 | 97 | .
O=C(OCC(=O)N(C1CCCCC1)C1CCCCC1)c1ccncc1 | . | 101 | . | . | 101 | . | . | 106 | 5
Cc1ccc2cc(CN(CCCN3CCOCC3)C(c3nnnn3Cc3ccco3)C(C)C)c(=O)[nH]c2c1C (configuration not stated) | -1 | 100 | -7 | -1 | 43 | -7 | 4 | 81 | .
Cn1c(SCC(=O)N2CCN(S(=O)(=O)c3ccc(Cl)cc3)CC2)nc2ccccc21 | -2 | . | -20 | -6 | . | -1 | 6 | . | 6
COc1ccc(C2=CSC(/N=C/c3ccc(F)cc3)=NN2)cc1 | -11 | 95 | 4 | 11 | 87 | -18 | -9 | 105 | -1
Cc1c(CN2CCCCC2)c(O)n(CCCO)c(=O)c1C#N | 2 | 100 | -8 | 1 | 98 | -2 | -1 | 95 | 0
COc1cccc(OCc2cc(/C=N/NC(=O)c3nc(Cl)c(Cl)c(N)c3Cl)ccc2OC)c1 | -3 | 83 | -4 | -4 | 20* | -3 | 3 | 68 | 3
CCSc1nnc(NC(=O)c2cc(C)on2)s1 | 4 | 98 | 8 | 6 | 102 | -2 | -6 | 89 | 33*
CCCNC(=O)c1cccc(Cn2nc(C)c(Br)c2C)c1 | -11 | 91 | 9 | 10 | 77 | -8 | -10 | 96 | 7
O=C(O)C1CCCN(S(=O)(=O)c2cccc3cccnc23)C1 (configuration not stated) | . | 99 | . | . | 95 | . | . | 94 | -4
NC(=O)CN1CCCN(S(=O)(=O)c2ccc(Br)cc2)CC1 | -11 | 93 | -2 | 8 | 89 | -1 | -8 | 97 | -4
Cc1ccc(NC(=O)CSc2nnc(-c3ccco3)c(-c3ccco3)n2)cc1 | 15 | 65 | 0 | -6 | 26* | 3 | 6 | 44 | 4
O=C(CN1CCN(Cc2ccccc2F)C1=O)NCCN1CCOCC1 | 4 | 99 | . | 5 | 103 | . | -1 | 102 | 11
COc1ccc(-c2[nH]ncc2/C=C(/C#N)C(=O)NC2CCCCCC2)cc1 | -13 | . | -10 | 1 | . | -7 | 1 | . | 50*
Cn1cnc2c1c(=O)n(Cc1c(Cl)cccc1Cl)c(=O)n2C | 16 | 100 | 0 | -6 | 87 | -4 | 6 | 93 | 5
CN(C)CCC(=O)c1ccc2c(c1)OCO2 | -8 | . | 2 | -11 | 80 | -7 | 9 | 107 | -3
C=CCn1c(SCC(=O)c2ccc(Br)cc2)nnc1C(C)NC(=O)Cc1ccc(OC)cc1 (configuration not stated) | 11 | 94 | 0 | 11 | 72 | -6 | -11 | 98 | 1
O=C(CSc1ccccc1)Nc1ccccc1C(=O)O | -5 | 106 | -1 | -6 | 105 | 0 | 7 | 88 | 3
O=C(CCSc1nc(-c2ccco2)cc(C(F)(F)F)n1)NCc1ccccn1 | -2 | 110 | 5 | 8 | 68 | -3 | -8 | 91 | 8
Cc1cc(S(=O)(=O)NC2CCCCC2)c(C)s1 | 18 | 89 | -11 | 9 | 94 | 0 | -9 | 83 | 13
CCOC(=O)Cc1csc(NC(=O)COc2ccccc2)n1 | 8 | 105 | -5 | -3 | 91 | -3 | 5 | 105 | 1
CS(=O)(=O)N(CC(=O)NCc1ccc2c(c1)OCO2)c1ccc(Cl)cc1 | -1 | 104 | 32 | 6 | 102 | -3 | -6 | 101 | 1
Cc1ccccc1CN(c1ccc(C(=O)Nc2ccccc2C(=O)N2CCCC2)cc1)S(C)(=O)=O | 12 | 90 | -143 | -6 | 92 | -2 | 5 | 97 | 3
C#CCSc1nnc(-c2sc3ccccc3c2Cl)o1 | -2 | . | -8 | -14 | . | -1 | 15 | . | 0
CN1CCN(c2ccc([N+](=O)[O-])cc2C(=O)N2CCOCC2)CC1 | 2 | . | -1 | 0 | . | -5 | 1 | . | 0
Cc1noc(C(=O)NCc2ccccc2)c1Cl | 0 | 94 | 10 | . | 95 | -2 | . | 93 | 1
COC(=O)c1cc(NC(=O)C23CCC(C)(C(=O)O2)C3(C)C)cc(C(=O)OC)c1 (configuration not stated) | 2 | 105 | -2 | -5 | 82 | -5 | 4 | 100 | 0
